FXIa inh mix – FXIa protease inhibitors in compound pools, primary screen, biochemical, 10-compound mixtures. Coagulation factor XI (Homo sapiens), P03951. purified FXIa, fluorogenic substrate, pooled mixtures. inhibition, % at 5 µM. 62,000 tested, 0.19% active;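 further: each value is inhibition by a whole ten-compound pool holding the compound; 0% = enzyme with no mixture and 100% = wells lacking enzyme; strong numbers were not always called active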
5HT1a ag – human 5-HT1a receptor agonists, primary screen, cell-based, CHO, Ga15 NFAT-bla reporter; CHO 5-HT1a Ga15 NFAT-bla reporter, FRET ratio; 0% basal, 100% maximal reference agonist; 5-hydroxytryptamine receptor 1A (Homo sapiens), P08908; 65,000 tested, 0.56% active; activation, % at 10 µM;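 active means activation above the screen-wide mean activation plus 3 SD, cut at about 19% in these data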;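 further: 0% = DMSO wells and 100% = 5-CT at EC100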
FXIIa mix inh – human factor XIIa inhibitors, primary screen, biochemical, pooled compound mixtures, fluorogenic substrate; Coagulation factor XII (Homo sapiens), P00748; purified FXIIa; inhibition, % at 5 µM; 62,000 tested, 0.2% active; AID 684, 2007;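 further: 0% = enzyme without compound and 100% = no enzyme blank; some results filed as inactive read as strong as hits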
Target sequence (P00748 20-372 limits assumed): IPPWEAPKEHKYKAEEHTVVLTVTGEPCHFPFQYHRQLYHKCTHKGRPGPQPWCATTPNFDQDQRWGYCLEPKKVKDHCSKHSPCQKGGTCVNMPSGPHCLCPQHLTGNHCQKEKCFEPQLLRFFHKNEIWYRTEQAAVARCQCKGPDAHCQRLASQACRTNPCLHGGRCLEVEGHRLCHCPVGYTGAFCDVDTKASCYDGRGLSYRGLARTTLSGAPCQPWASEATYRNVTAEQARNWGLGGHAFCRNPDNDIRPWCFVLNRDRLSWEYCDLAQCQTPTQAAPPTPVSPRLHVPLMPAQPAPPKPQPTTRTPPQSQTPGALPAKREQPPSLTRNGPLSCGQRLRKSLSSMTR
Target sequence (P00748 373-615 limits assumed): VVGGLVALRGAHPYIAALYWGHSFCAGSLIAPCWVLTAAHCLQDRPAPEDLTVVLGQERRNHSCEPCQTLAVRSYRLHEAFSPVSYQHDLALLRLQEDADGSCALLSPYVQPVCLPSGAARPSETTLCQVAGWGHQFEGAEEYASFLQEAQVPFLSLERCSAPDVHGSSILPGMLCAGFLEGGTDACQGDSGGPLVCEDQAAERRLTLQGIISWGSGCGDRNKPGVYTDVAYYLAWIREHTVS
C1s inh – complement C1s protease inhibitors, primary screen, biochemical, 10-compound mixtures. purified C1s, fluorogenic AMC substrate, pooled mixtures. mean inhibition % of two 10-compound mixtures (active compounds read high), % at 5 µM (by protocol). 62,000 tested, 0.16% active;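 active means inhibition above 20% in each of the two 10-compound mixture wells holding the compound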;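 further: 0% = enzyme wells lacking compound mixture and 100% = no-enzyme blank wells; some compounds called inactive have numbers as strong as hits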
CatL inh – inhibitors of human cathepsin L, biochemical. Procathepsin L (Homo sapiens), P07711. purified cathepsin L, fluorogenic substrate, fluorescence. inhibition, %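 (tested at 10 µM)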. 58,000 tested, 0.17% active; in the data active means inhibition above about 45%;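 further: 0% = enzyme with no compound and 100% = no enzyme blank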
DUSP1 inh – MKP-1 phosphatase inhibitors, primary screen, biochemical, in vitro | recombinant MKP-1, OMFP hydrolysis fluorescence | inhibition, %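 (compounds tested at a single concentration somewhere between 10 and 100 µM)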 | 65,000 tested, 0.15% active | AID 374, 2006;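 active means inhibition above about 50%, limit read from the data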;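 further: 0% = DMSO max control wells and 100% = wells with enzyme stopped by NaOH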
Target sequence (P28562 whole entry, looked up): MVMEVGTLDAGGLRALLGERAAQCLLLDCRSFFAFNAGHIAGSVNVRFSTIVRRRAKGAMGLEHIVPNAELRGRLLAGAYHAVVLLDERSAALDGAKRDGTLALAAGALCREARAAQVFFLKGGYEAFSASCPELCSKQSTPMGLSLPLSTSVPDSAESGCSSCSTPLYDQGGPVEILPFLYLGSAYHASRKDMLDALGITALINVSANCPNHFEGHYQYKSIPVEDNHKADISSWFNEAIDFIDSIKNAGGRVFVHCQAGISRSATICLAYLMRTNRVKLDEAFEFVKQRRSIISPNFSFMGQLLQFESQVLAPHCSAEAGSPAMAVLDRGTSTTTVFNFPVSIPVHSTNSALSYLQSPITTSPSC
CatG inh – human cathepsin G inhibitors, primary screen, biochemical, pooled compound mixtures, AMC fluorescence | P08311 | purified enzyme, AMC-tetrapeptide fluorescence | inhibition, % at 5 µM (by protocol) | 62,000 tested, 0.2% active | AID 581, 2007;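 active means inhibition above 20% in each of the two mixture wells holding the compound; inactive means inhibition of 20% or less in either well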;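 further: 0% = enzyme control without mixture and 100% = blank lacking enzyme; strong numbers were not always called active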
Hsp90 inh – tumor Hsp90 inhibitors, primary screen, cell lysate, fluorescence polarization, NCI-N417 lysate. 64,000 tested, 0.35% active. Cy3B-geldanamycin FP displacement. Heat shock protein HSP 90-alpha (Homo sapiens), P07900. inhibition, % at 30 µM;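 active means inhibition above 50%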;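 further: 0% = tracer plus lysate wells and 100% = tracer alone without lysate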
Cdc25B inh – inhibitors of Cdc25B phosphatase catalytic domain, primary screen, biochemical, OMFP fluorescence. recombinant Cdc25B, OMFP fluorescence Ex485/Em525. 65,000 tested, 0.1% active. M-phase inducer phosphatase 2 (Homo sapiens), P30305. inhibition, %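 (compounds tested at 10 µM final in the well)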; in the data active means inhibition above about 50%
The depositor's hits bear a star; · = no result given. Unless noted, no stated cut-off is given here; in the data, active means inhibition above about 20% (passing the limit was not always enough); inactive means the rest.

The opening nine entries, ahead of the listing:
SMILES	FXIa inh mix	5HT1a ag	FXIIa mix inh	C1s inh	CatL inh	DUSP1 inh	CatG inh	Hsp90 inh	Cdc25B inh
CC(C)CC(c1nnnn1C(C)C)N1CCN(c2cccc(Cl)c2)CC1 (configuration not stated)	3.3	-2.1	-0.5	7.1	12.1	-12.7	9.3	2.4	-10.9
CCOC(=O)C1CCN(S(=O)(=O)c2ccc(OCC(=O)OC)cc2)CC1	4.0	2.8	0.3	-16.5	9.7	12.9	-6.3	-2.7	-4.9
COCc1nnc(NC(=O)CCCOc2ccccc2)s1	6.3	-0.9	1.1	13.6	12.4	-2.5	7.2	-4.7	-3.3
CCOC(=O)Nc1ccc(S(=O)(=O)NCCCN2CCOCC2)cc1	5.6	-0.2	17.5	13.5	-4.7	-15.6	10.2	-3.2	1.1
O=C(O)c1ccc(NC(=O)C2(c3ccccc3)CCOCC2)cc1	6.3	-0.3	2.7	-11.2	-6.1	12.2	3.6	-10.1	-2.2
COc1cc(NC(=O)c2c(-c3ccccc3Cl)noc2C)c2ncccc2c1	4.0	-1.1	5.7	-8.6	-1.7	-3.7	-6.1	-1.5	-8.7
CC1=CC(C)(C)N(C(=O)CSc2nnc(-c3ccccc3)o2)c2ccc(C)cc21	2.0	2.5	8.8	-2.4	·	2.7	-0.2	-4.5	-6.4
Cc1cc(C)c(C#N)c(Oc2ccc(O)cc2)n1	1.4	-3.2	-2.6	2.7	11.6	7.0	6.9	-2.0	-6.6
O=C(CNS(=O)(=O)c1ccc(Br)s1)NCc1ccc2c(c1)OCO2	8.7	-3.6	0.8	11.8	3.2	23.4	8.5	-1.4	5.0

Main list, previewed entries included:
SMILES	FXIa inh mix	5HT1a ag	FXIIa mix inh	C1s inh	CatL inh	DUSP1 inh	CatG inh	Hsp90 inh	Cdc25B inh
CC(C)CC(c1nnnn1C(C)C)N1CCN(c2cccc(Cl)c2)CC1 (configuration not stated)	3.3	-2.1	-0.5	7.1	12.1	-12.7	9.3	2.4	-10.9
CCOC(=O)C1CCN(S(=O)(=O)c2ccc(OCC(=O)OC)cc2)CC1	4.0	2.8	0.3	-16.5	9.7	12.9	-6.3	-2.7	-4.9
COCc1nnc(NC(=O)CCCOc2ccccc2)s1	6.3	-0.9	1.1	13.6	12.4	-2.5	7.2	-4.7	-3.3
CCOC(=O)Nc1ccc(S(=O)(=O)NCCCN2CCOCC2)cc1	5.6	-0.2	17.5	13.5	-4.7	-15.6	10.2	-3.2	1.1
O=C(O)c1ccc(NC(=O)C2(c3ccccc3)CCOCC2)cc1	6.3	-0.3	2.7	-11.2	-6.1	12.2	3.6	-10.1	-2.2
COc1cc(NC(=O)c2c(-c3ccccc3Cl)noc2C)c2ncccc2c1	4.0	-1.1	5.7	-8.6	-1.7	-3.7	-6.1	-1.5	-8.7
CC1=CC(C)(C)N(C(=O)CSc2nnc(-c3ccccc3)o2)c2ccc(C)cc21	2.0	2.5	8.8	-2.4	·	2.7	-0.2	-4.5	-6.4
Cc1cc(C)c(C#N)c(Oc2ccc(O)cc2)n1	1.4	-3.2	-2.6	2.7	11.6	7.0	6.9	-2.0	-6.6
O=C(CNS(=O)(=O)c1ccc(Br)s1)NCc1ccc2c(c1)OCO2	8.7	-3.6	0.8	11.8	3.2	23.4	8.5	-1.4	5.0
COc1cc(NC(=O)Cc2ccccc2OC)cc(OC)c1	-15.1	-1.9	5.1	-27.7	9.8	6.9	-18.3	2.5	1.6
Cc1oc(-c2cc(Cl)ccc2Cl)cc1-c1nn2c(C)nnc2s1	6.7	-1.2	8.1	-14.3	13.2	10.7	8.0	-2.1	-2.8
CCOC(=O)C(NC(C)=O)(Nc1ccc(S(=O)(=O)Nc2onc(C)c2C)cc1)C(F)(F)F (configuration not stated)	-1.7	-0.5	10.6	-26.4	13.0	-7.9	-1.5	2.7	6.0
COCCSc1ccccc1C(=O)Nc1nccs1	7.9	-3.1	13.3	1.3	-5.1	26.8	2.2	-2.2	-3.2
CC(=O)Oc1cccc2c1C(=O)c1c(OC(C)=O)cc(C(=O)O)cc1C2=O	19.0	0.3	0.5	26.8	18.8	-4.7	16.7	101.8*	-18.7
COCC(C)n1c(C)cc(C(=O)COC(=O)c2oc3ccccc3c2C)c1C (configuration not stated)	-0.6	-0.4	4.2	16.6	7.0	10.5	12.9	-1.6	-16.4
CC(C)[C@H](NC(=O)CCn1nnc2ccccc2c1=O)C(=O)O	2.6	-5.2	41.1	-6.2	-6.6	11.1	-3.7	-3.0	0.7
COc1ccc(-c2noc(CN(C(=O)C(C)(C)C)C(C)C)n2)cc1	3.1	-1.3	1.0	10.0	12.9	-9.2	6.7	-3.4	-8.9
Cc1ccsc1C1C=C(c2cccc(Br)c2)Nc2ncnn21 (configuration not stated)	5.3	-3.3	11.4	-1.2	-8.8	5.7	8.2	-0.8	15.2
COc1ccc(C)cc1NC(=O)NC1CCN(Cc2ccccc2)CC1	11.0	-0.5	8.9	8.7	34.6	-7.7	11.8	-0.4	-12.9
CC(=O)Nc1ccc(S(=O)(=O)Nc2nc(C)cc(-n3nc(C)cc3C)n2)cc1	3.9	-0.6	-3.1	9.7	·	9.1	6.8	-5.7	1.2
c1cnc(Oc2ccc(-c3nnco3)cc2)cn1	2.0	-0.1	9.1	-17.9	1.8	-5.1	-11.1	0.2	-19.1
CCOc1cc(S(=O)(=O)N2CCN(Cc3ccccc3)CC2)ccc1Br	5.3	-0.3	1.2	-3.0	9.6	-4.2	-0.7	-3.5	-15.5
CN1CCN(S(=O)(=O)c2cccc(S(=O)(=O)c3ccc(Cl)c(Cl)c3)c2)CC1	4.4	-1.7	2.1	1.8	·	6.7	-1.8	·	-1.2
Cc1ccc(N2CC(C(N)=O)CC2=O)cc1 (configuration not stated)	5.3	-0.7	4.1	-2.5	-3.9	3.1	-7.3	2.0	-7.0
COc1ccc(C(CC(=O)O)NS(=O)(=O)c2ccc(C)cc2)cc1OC (configuration not stated)	8.4	-1.6	1.9	10.4	6.8	13.8	6.8	-2.9	0.8
CCOC(=O)Cc1csc(NC(=O)CSc2nc3cccnc3n2CC)n1	5.1	-1.6	2.2	11.6	10.9	-24.6	10.8	-2.5	-9.0
COC(=O)c1ccc(OCC(=O)Nc2nn(-c3ccccc3)nc2C(N)=O)cc1	-4.5	-2.0	0.9	-17.6	3.8	1.0	7.3	5.2	-10.3
CC(=O)Nc1cccc(NS(=O)(=O)Cc2ccc(Cl)cc2)c1	3.7	-2.2	7.2	4.9	0.8	4.4	10.9	-4.4	-7.2
Cc1ccccc1C(=O)N(C)Cc1ccccc1	10.9	-3.0	11.8	-0.2	3.0	2.7	-0.6	0.6	-3.2
S=C(c1ccc(N2CCOCC2)cc1)N1CCOCC1	-12.8	2.2	-17.2	17.3	5.5	-4.7	10.2	-6.7	5.0
O=S(=O)(Nc1ccccn1)c1ccc(Oc2ccccc2)cc1	1.8	0.6	-15.1	6.9	5.9	-1.4	8.8	-0.1	-4.7
Cc1nn(C)c(C)c1S(=O)(=O)N1CCC(C(=O)Nc2ccc3c(c2)OCCO3)CC1	-1.1	-1.3	4.4	3.6	-5.9	10.5	9.2	1.1	-6.7
CCCCCCOC(=O)CCn1[nH]c(=O)c2ccccc2c1=O	·	0.9	·	·	-4.9	-18.4	·	-1.7	-3.1
COc1ccc2[nH]c(=O)c(CN(CCN3CCCC3)C(=O)Nc3ccccc3Cl)cc2c1	8.3	0.7	-1.3	7.5	-4.5	11.1	16.4	-4.5	-7.1
COc1cccc(=O)c2c(C)n(C)c(C)c12	2.7	-1.2	-16.2	1.3	-4.8	-7.8	0.1	-10.3	0.3
NC(=O)C1CCN(C(c2ccccc2Cl)c2nnnn2Cc2ccc3c(c2)OCO3)CC1 (configuration not stated)	3.8	-0.6	2.8	10.8	-8.1	22.9	11.7	-1.7	-4.2
CCOC(=O)c1c(C)c(C(=O)NCc2cccs2)c(C)n1C	6.0	-1.3	2.5	25.0	0.3	-1.9	-6.6	-2.1	-10.1
CCN(CC(=O)O)S(=O)(=O)c1cc(Cl)ccc1Cl	-3.9	5.6	-4.9	11.6	4.0	-1.1	1.5	-2.4	-11.7
COc1ccc(NC2CC(=O)NC2=O)cc1 (configuration not stated)	3.9	-6.0	2.5	3.0	3.4	0.2	-2.7	5.3	-8.9
Cc1noc(NS(=O)(=O)c2ccc(NC(=O)CS(=O)(=O)c3ccccc3)cc2)c1C	·	-1.3	·	·	·	-6.8	·	-3.5	-9.5
O=C(Nn1c(Cc2cccs2)nc2ccccc2c1=O)c1cccs1	6.2	-2.0	5.7	1.7	5.6	-7.6	4.0	0.5	14.4
COc1ccc(N2CC(C)Cn3c2nc2c3c(=O)n(Cc3ccccc3F)c(=O)n2C)c(OC)c1 (configuration not stated)	1.2	3.8	10.8	-14.1	-15.9	1.5	-14.1	-0.8	2.7
CCOC(=O)C1CCN(C(=O)c2c(-c3c(Cl)cccc3Cl)noc2C)CC1	-4.4	-2.6	4.6	-8.9	-1.8	8.0	-4.4	0.1	-9.9
COc1ccccc1Cn1c(=O)c2ccccc2n2c(SCC(=O)N3CCCCC3)nnc12	11.0	-0.6	-16.5	-28.8	-3.2	33.3	0.6	-2.9	-5.7
COC(=O)c1ccc(NC(=O)c2ccccc2N(C)S(C)(=O)=O)cc1	9.9	-1.8	6.2	2.0	-1.0	7.7	2.7	-1.6	-16.2

Another view of part of the listing above.
CCCCCCOC(=O)CCn1[nH]c(=O)c2ccccc2c1=O
  FXIa inh mix: ·; 5HT1a ag: 0.9; FXIIa mix inh: ·; C1s inh: ·; CatL inh: -4.9; DUSP1 inh: -18.4; CatG inh: ·; Hsp90 inh: -1.7; Cdc25B inh: -3.1
COc1ccc2[nH]c(=O)c(CN(CCN3CCCC3)C(=O)Nc3ccccc3Cl)cc2c1
  FXIa inh mix: 8.3; 5HT1a ag: 0.7; FXIIa mix inh: -1.3; C1s inh: 7.5; CatL inh: -4.5; DUSP1 inh: 11.1; CatG inh: 16.4; Hsp90 inh: -4.5; Cdc25B inh: -7.1

(further entries)
SMILES	FXIa inh mix	5HT1a ag	FXIIa mix inh	C1s inh	CatL inh	DUSP1 inh	CatG inh	Hsp90 inh	Cdc25B inh
COc1cc(C(=O)Nc2nnc(-c3sccc3C)s2)cc(OC)c1OC	1.9	1.7	4.3	12.2	·	16.1	7.1	1.8	4.4
CCOCCCNC(=O)N[C@@H](C)C(=O)OC	3.6	-4.0	-8.3	-10.3	3.1	-13.0	0.9	2.5	-9.3
CCCCN(CC)CCNC(=O)CN(C)S(=O)(=O)c1ccc2c(c1)c(=O)n(C)c(=O)n2C	-5.7	-1.4	-11.2	-53.5	15.9	5.4	-1.8	-0.1	-5.8
CCCCC(NC(=O)c1ccc(Cl)cc1)C(=O)O (configuration not stated)	-7.8	2.0	4.0	-27.4	16.7	-6.9	-8.5	-4.4	4.9
C=CCn1c(SCc2ccc(C#N)cc2)nnc1-c1cccc(OC)c1	3.2	-3.9	6.6	13.5	5.6	-20.8	10.4	1.4	-13.6
Cc1cc(C(F)(F)F)nn1CC(=O)N1CCCC1	0.3	-1.8	-21.1	1.6	2.4	-3.1	6.6	-7.2	-5.4
Cc1ccc(C2c3c(oc4ccccc4c3=O)C(=O)N2c2nnc(C(C)C)s2)o1 (configuration not stated)	7.4	-1.4	4.2	3.6	-1.8	7.0	2.8	-1.6	-14.1
CCOC(=O)N1CCC(Nc2nc3ccccc3nc2NS(=O)(=O)c2ccc(Cl)cc2)CC1	11.9	0.8	2.5	11.4	·	38.8	7.0	-2.9	0.2
Clc1ccc(NC2=NCCCCC2)cc1	-12.4	-4.3	-0.7	-46.2	-5.0	-2.3	-16.1	3.1	14.3

Assay outcomes deposited in PubChem BioAssay by several laboratories.
